AI-2 QS modul: modulates the Vibrio harveyi AI-2 quorum sensing system; Vibrio harveyi JMH597 AI-2 luminescence/OD600 ratio, 9 h; hits give low values; strain lacks LuxN and CqsS sensors; 0 = neutral-control median; activity change, % at 7.5 µM; actives 0.4% (n = 300,000); in the data active = activity change below about -75%, passing the limit was not always enough;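 also: luminescence divided by OD600 gain over 9 h not by final OD600 alone; inactives centre near 13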
HIF act: HIF pathway transcriptional activation; U2OS HRE-luciferase reporter, luminescence; normalized: DMSO 0%, desferrioxamine 100%; activation, % at 7.5 µM (by protocol); actives 0.32% (n = 300,000); AID 1910;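 active = mean activation of at least 10% of the iron chelator positive control signal, with at least half of replicates also reaching 10%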
HSP90 refold inh: HSP90 refolding inhibition in rabbit reticulocyte lysate; actives 0.91% (n = 290,000); inhibition, % at 5.6 µM; AID 1789; luciferase refolding luminescence, 3 h;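 active = inhibition above the screen-wide mean plus 3 SD, computed separately per campaign, cut at about 16% in these data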;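 also: 0% = DMSO wells and 100% = 60 µM geldanamycin wells; inhibitors lower the luminescence because luciferase stays unfolded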
GSK3A inh: blocks human GSK-3 alpha kinase. inhibition, % at 10 µM. actives 0.1% (n = 320,000). ADP-Glo luminescence, 60 min. P49840. AID 2650;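 in the data active = inhibition above about 50%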;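 also: GST-tagged GSK-3 alpha with peptide substrate and 25 µM ATP; 0% = DMSO neutral wells and 100% = GW8510 positive control wells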
Target sequence (P49840 whole entry, looked up): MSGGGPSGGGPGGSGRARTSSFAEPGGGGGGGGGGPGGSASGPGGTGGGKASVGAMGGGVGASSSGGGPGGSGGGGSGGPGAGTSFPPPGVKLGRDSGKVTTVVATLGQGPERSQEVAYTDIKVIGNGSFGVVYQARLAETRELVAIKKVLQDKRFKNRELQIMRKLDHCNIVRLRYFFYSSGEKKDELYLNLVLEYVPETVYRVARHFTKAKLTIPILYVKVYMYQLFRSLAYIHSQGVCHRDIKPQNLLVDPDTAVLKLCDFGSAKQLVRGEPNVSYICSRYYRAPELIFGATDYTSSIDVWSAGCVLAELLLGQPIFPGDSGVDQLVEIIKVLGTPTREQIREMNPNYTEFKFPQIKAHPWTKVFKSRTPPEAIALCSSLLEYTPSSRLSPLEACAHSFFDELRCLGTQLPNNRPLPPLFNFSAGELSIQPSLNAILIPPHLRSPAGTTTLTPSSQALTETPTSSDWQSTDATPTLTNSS
KLF5 inh: kruppel-like factor 5 inhibition | inhibition, % at 5 µM | AID 1700 | DLD-1 KLF5 promoter-luciferase reporter, luminescence | actives 0.23% (n = 290,000);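 active = inhibition above a per-plate limit of that plate's mean compound inhibition plus 3 SD, cut at about 60% in these data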;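 also: 0% = DMSO wells and 100% = LY294002 at 200 µM; higher means less KLF5 promoter-driven luciferase light; inactives centre near -14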
HSF-1 act: increases HSF-1 driven luciferase reporter signal | NIH3T3-HGL HSF-1 luciferase reporter, MG132, 8 h; 100% = twice DMSO control signal | activation, % at 9 µM | actives 1.7% (n = 300,000);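 active = mean replicate activation of at least 50% with a set share of replicates each reaching 50%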;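 also: 0% = median of the neutral control wells and 100% = twice that signal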
HSF1 inh: HSF1 inhibition; activity change, negative = inhibition, % at 7.5 µM (by protocol); NIH3T3-HGL HSE-luciferase, MG132-induced, luminescence 8 h; hits give low values; actives 0.77% (n = 300,000);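 active = more than half of replicate wells show activity change below -50%, luminescence cut by over half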;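 also: luciferase reports HSF-1 transcriptional activity via heat shock element; 0% = median of DMSO wells and -100% = zero luminescence signal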
GSK3beta inhib: inhibitors of human GSK3beta kinase; P49841; GST-GSK3beta kinase, ADP-Glo luminescence, 60 min; hits give low values; activity score (negative = inhibition), % at 10 µM; actives 0.038% (n = 300,000); AID 2097;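 active = more than half of replicate wells score below -50%, meaning over 50% inhibition versus plate controls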;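 also: 0% = median DMSO wells and -100% = median GW8510 positive control wells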
Target sequence (P49841 whole entry, looked up): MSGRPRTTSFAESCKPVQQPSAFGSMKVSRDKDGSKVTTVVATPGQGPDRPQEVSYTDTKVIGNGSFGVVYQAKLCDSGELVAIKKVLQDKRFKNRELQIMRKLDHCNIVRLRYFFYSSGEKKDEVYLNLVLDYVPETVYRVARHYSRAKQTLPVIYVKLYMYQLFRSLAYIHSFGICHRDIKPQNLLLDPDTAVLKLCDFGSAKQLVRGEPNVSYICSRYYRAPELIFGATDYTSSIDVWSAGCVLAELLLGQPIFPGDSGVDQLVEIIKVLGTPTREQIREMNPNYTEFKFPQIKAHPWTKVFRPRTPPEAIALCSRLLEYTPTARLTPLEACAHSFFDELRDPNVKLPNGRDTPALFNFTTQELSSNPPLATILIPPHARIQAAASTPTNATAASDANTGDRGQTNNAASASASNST
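Test system: GST-tagged human GSK3beta kinase, cell-free; evaluation: activity score scaled between in-plate DMSO and GW8510 controls; measured by: ADP-Glo luminescence; incubation: 60 min reaction, RT; benchmarks: DMSO and 20 µM GW8510; reagent: peptide substrate plus 25 µM ATP (final); medium: Tris/MgCl2 kinase buffer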
aSyn 5UTR inh: MLPCN primary screen, SNCA 5' untranslated region; alpha-synuclein 5'UTR reporter, inhibitor activity; inhibition, % (tested at 7.5 µM); actives 0.82% (n = 300,000); in the data active = inhibition above about 60%;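 also: H4 neuroglioblastoma cells stably carrying SNCA 5'UTR luciferase fusion; 0% = DMSO wells and 100% = positive control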
IEC-6 cytotox: counter-screen for KLF5 inhibitors: cytotoxicity in IEC-6 cells | IEC-6 cytotoxicity, luminescence viability | inhibition, % at 5 µM | actives 0.78% (n = 290,000); in the data active = inhibition above about 22%;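 also: 0% = plate median of test compound wells and 100% = cytotoxic reference compound wells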
Numbers without * were called inactive; nt = no result given.

SMILES	AI-2 QS modul	HIF act	HSP90 refold inh	GSK3A inh	KLF5 inh	HSF-1 act	HSF1 inh	GSK3beta inhib	aSyn 5UTR inh	IEC-6 cytotox
O=C(CSCc1c(Cl)cccc1Cl)Nc1ccc2c(c1)OCO2	20.5	0.8	-8.5	-25.7	-21.1	8.6	9.4	-0.4	-28.9	-2.2
COc1cc(NC(=O)CN(c2ccc(C)cc2)S(=O)(=O)c2c(C)nn(C)c2C)cc(OC)c1	16.9	-0.4	2.6	-0.5	10.5	-1.7	-1.0	2.1	4.8	2.3
Cn1c(/C(C#N)=C/c2ccncc2)nc2ccccc21	19.8	0.6	1.6	3.0	-16.7	40.1	4.0	1.1	-7.4	2.7
Cc1cc(C(=O)CSCCCn2c(=O)[nH]c3ccccc32)c(C)n1C	37.7	-0.5	0.2	0.4	-18.7	6.2	2.9	3.4	0.0	0.8
COc1cccc(NC(=O)CN2C(=O)COc3ccc(C)cc32)c1	23.1	-1.1	-1.0	-1.1	-26.5	-2.3	-2.9	-0.7	6.3	-2.3
CCOc1ccccc1C(=O)N(C)Cc1cc2cc(OC)ccc2[nH]c1=O	4.2	-0.3	0.9	4.3	-5.1	8.3	2.7	-2.2	-20.1	3.6
CC(=O)Nc1cccc(C(=O)N2CCC(n3nccc3NC(=O)CC(C)C)CC2)c1	21.0	-0.4	-2.9	-0.3	-23.8	-3.4	-0.6	-1.1	9.7	-1.0
CC1=C(C(=O)Nc2ccccc2)C(c2ccncc2)n2nnnc2N1 (centres undefined)	1.7	-0.5	4.5	-0.1	18.4	-11.6	-5.4	1.7	4.5	1.9
Cc1ccc(CNC(=O)CNC(=S)N(Cc2ccccc2)Cc2ccccc2F)cc1	19.5	-0.2	6.1	nt	16.9	8.4	1.4	1.2	26.8	-5.1
CCC(=O)c1ccc(OCC(=O)Nc2ccccc2C(=O)N2CCCCC2)cc1	15.7	-0.8	nt	2.6	nt	-4.5	-1.2	-0.4	-10.1	nt
O=CN1CCN(C(=S)Nc2ccc(OC(F)F)cc2)CC1	5.1	0.2	2.5	0.4	-1.4	-21.6	-19.8	1.7	-8.7	0.7
CCCCSc1nnc(-c2ccccc2NC(C)=O)c(=O)[nH]1	4.6	nt	-6.2	-1.0	-17.3	nt	nt	2.0	nt	-3.0
O=[N+]([O-])c1ccc(O)c(/C=N/n2c(CO)nc3ccccc32)c1	9.2	1.6	-1.6	-0.7	-21.3	0.7	10.3	1.6	-12.1	2.7
COC(=O)C(C)Oc1ccc(Cl)c(CN2OCC(C)(C)C2=O)c1 (centres undefined)	23.7	-0.7	nt	1.0	nt	-6.4	-10.4	1.1	7.8	nt
Cc1nn(Cc2ccc(F)cc2)c(C)c1NC(=O)c1cnn2c1NC(c1ccccc1)CC2C(F)(F)F (centres undefined)	nt	-0.5	7.2	-5.5	20.2	18.3	6.9	nt	42.4	2.6
COc1ccc(/C=C/CN2CCN(CC(C)C)C(CCO)C2)cc1 (centres undefined)	12.7	0.5	1.0	-1.1	-28.4	3.2	7.1	-1.5	1.2	5.5
O=C(Nc1nc(-c2ccc(-c3ccccc3)cc2)cs1)c1cnccn1	13.3	0.1	-2.5	-1.5	-12.4	-2.2	-8.2	-0.8	-55.8	2.7
CC1CCCN(C(=O)c2cc(N3C(=O)C4C5CCC(C5)C4C3=O)ccc2Cl)C1 (centres undefined)	14.0	0.3	-3.5	-1.1	-53.2	-11.4	-0.9	2.6	24.1	-3.8
CCOC(=O)C1=C(C)NC(=O)NC1c1ccc(OC)c(Cl)c1 (centres undefined)	30.5	-0.2	4.9	1.9	-12.7	19.2	20.8	0.5	8.0	1.8
OCCNc1ccc(Cl)cc1	18.7	-1.1	-2.4	-1.3	-18.3	-5.1	-2.8	-1.1	-8.1	-8.6
Nc1ccccc1SCC(=O)Nc1cccc2ccccc12	5.9	0.1	3.8	-1.5	-25.2	7.2	-5.5	1.9	-26.0	5.2
CCCOc1ccc(C2C3=C(CCCC3=O)N(CC(=O)O)C3=C2C(=O)CCC3)cc1OCC	29.0	-0.1	2.4	-1.3	-8.2	36.6	0.1	2.1	-5.7	-2.6
O=C(CN1C(=O)S/C(=C/c2cccn2-c2ccc(O)cc2)C1=O)N1CCCC1	5.3	-1.7	2.9	-1.6	-12.8	2.5	9.9	2.5	-4.5	-7.4
N#Cc1cccc(C#N)c1Oc1ccc(S(=O)(=O)Nc2ccccc2)cc1	32.4	-0.2	-4.9	-1.5	-10.9	0.9	2.7	-2.7	-11.3	-1.1
CC1CCN(CCCn2c(=S)[nH]c3ccccc3c2=O)CC1	8.2	-0.1	2.5	4.0	-16.9	1.9	-3.1	3.2	-9.0	0.7
CC(=O)c1cccc(NC(=O)N2CCC(c3ccc(C)cc3)C2)c1 (centres undefined)	7.4	0.5	-5.4	0.6	-16.9	-4.5	-3.7	-2.2	-24.4	-3.2
COc1cccc(CN2CCNC(=O)C2CC(=O)NCCn2cccn2)c1OC (centres undefined)	14.5	0.1	-0.7	nt	17.4	3.1	-5.6	-1.2	-27.4	1.0
Cc1ccsc1C(=O)NNC(=O)CCN1CCN(c2ccccc2)CC1	25.7	0.6	nt	-0.8	nt	4.1	3.0	-23.8	7.6	nt
Cc1nnc(NC(=O)c2cc3n(n2)C(C(F)(F)F)CC(C2CC2)N3)s1 (centres undefined)	0.8	-0.1	1.3	-1.9	8.8	-10.0	-5.6	-4.8	-18.2	-8.0
O=C(CN(c1ccccc1)S(=O)(=O)c1ccccc1)NCCSc1ccccn1	11.7	0.3	0.5	2.3	-8.9	-1.2	0.1	-2.6	9.9	-1.6
COC(=O)c1scc2c(Oc3ccccc3)cc(C(F)(F)F)nc12	15.0	-0.3	0.7	0.9	-23.8	-5.7	1.7	1.6	3.2	-2.1
O=C(CCN1C(=O)c2ccccc2C1=O)NCc1ccco1	12.8	0.1	4.4	6.0	-38.3	1.4	4.4	1.4	14.3	-7.8
CC1=N/C(=C\c2ccc3c(c2)OCO3)C(=O)N1c1ccc(C(=O)O)cc1	43.9	-0.1	-3.0	12.0	-3.4	11.0	-6.0	-0.7	-4.4	-3.8
Cc1ccccc1-c1nc(CN2CCC(C(=O)NC3CCN(Cc4ccccc4)CC3)CC2)c(C)o1	11.8	-0.3	5.3	-0.6	-32.0	-8.5	-4.1	-0.3	-23.1	12.2
CCCC[C@H]1COCCS(=O)(=O)N1Cc1ccc(F)cc1	17.0	-0.4	0.0	-2.2	-4.5	-2.8	5.7	2.8	18.6	-1.8
O=C(CCNC(=O)c1ccc(Br)cc1)Nc1cc(Cl)ccc1-n1cncn1	11.3	0.1	nt	-1.4	nt	-7.4	-1.1	-1.2	25.5	nt

Entries of single compounds from above:
O=C(CCNC(=O)c1ccc(Br)cc1)Nc1cc(Cl)ccc1-n1cncn1 as listed: AI-2 QS modul: 11.3; HIF act: 0.1; HSP90 refold inh: nt; GSK3A inh: -1.4; KLF5 inh: nt; HSF-1 act: -7.4; HSF1 inh: -1.1; GSK3beta inhib: -1.2; aSyn 5UTR inh: 25.5; IEC-6 cytotox: nt
O=C(Nc1nc(-c2ccc(-c3ccccc3)cc2)cs1)c1cnccn1 as listed: AI-2 QS modul: 13.3; HIF act: 0.1; HSP90 refold inh: -2.5; GSK3A inh: -1.5; KLF5 inh: -12.4; HSF-1 act: -2.2; HSF1 inh: -8.2; GSK3beta inhib: -0.8; aSyn 5UTR inh: -55.8; IEC-6 cytotox: 2.7

Further results:
SMILES	AI-2 QS modul	HIF act	HSP90 refold inh	GSK3A inh	KLF5 inh	HSF-1 act	HSF1 inh	GSK3beta inhib	aSyn 5UTR inh	IEC-6 cytotox
CC(C)Cn1c(=S)[nH]c2cc(Cl)ccc21	-12.2	-0.8	4.9	0.9	-7.2	-10.0	-9.7	3.6	14.0	-4.4
Cc1nn(Cc2ccccc2)c(C)c1NC(=O)c1ccc([N+](=O)[O-])cc1[N+](=O)[O-]	6.9	-1.8	2.5	0.2	4.5	-1.9	-0.6	-2.8	3.6	-13.2
Cc1ccc(SCc2ccc(C(=O)N3CCCCC3)cc2)cc1	11.2	3.5	-0.8	-1.1	-9.7	19.4	10.8	-2.3	-47.9	0.0
COc1cccc(CN2CC(C(=O)NCc3ncc(C)[nH]3)CCC2=O)c1 (centres undefined)	28.8	-0.7	-2.2	-0.7	-7.0	-11.4	-7.0	2.5	12.4	-6.6
Cn1cccc1/C=C1\SC(=S)N(NC(=O)c2cccc(Cl)c2)C1=O	nt	nt	2.1	-1.2	-3.4	nt	nt	nt	nt	-11.0
Cc1ccc(C(=O)OCC(=O)N2C(C)CCCC2C)cc1S(=O)(=O)N1CCCCC1 (centres undefined)	15.9	0.3	nt	-0.5	nt	-22.7	-9.4	0.2	1.6	nt
CCOc1ccc(Nc2nnc(Cc3ccc(OC)cc3)c(=O)[nH]2)cc1	32.1	-0.5	0.9	-1.1	7.9	-9.1	-14.9	-1.5	3.5	6.2
O=C(NCc1cccc(C(F)(F)F)c1)C1CC(c2cccc(F)c2)=NO1 (centres undefined)	-9.4	0.0	nt	1.9	nt	-11.4	-0.1	3.4	-9.3	nt
CCCNC(=O)Nc1cccc(NC(C)=O)c1	20.1	-0.9	-0.3	0.0	-3.0	-1.6	3.7	2.0	24.1	-6.6
COc1ccc(C2c3c(ccc4ccccc34)Oc3ncn4nc(Cc5ccccc5)nc4c32)cc1OC (centres undefined)	20.6	-0.2	3.6	-0.6	-25.8	-0.2	-8.8	-3.8	13.5	6.5
O=C(NCCOc1ccc(Cl)cc1)C1CC(=O)N(c2ccc(F)cc2)C1 (centres undefined)	16.7	-0.6	0.3	-2.4	12.6	6.3	-3.5	1.0	30.1	2.8
CCCN(CC1CC1)C(=O)COC(=O)c1ccc2c(c1)C(=O)N(c1ccc(OCC)cc1)C2=O	11.7	0.0	0.4	6.3	-9.9	9.1	0.6	2.7	-20.4	1.9
CC12CCC(C(=O)N(CC(=O)O)C1=O)C2(C)C (centres undefined)	11.6	0.1	2.7	0.1	-28.7	-4.8	-3.5	0.6	-12.0	-4.2
O=C(O/N=C1\CCS(=O)(=O)c2sccc21)c1ccccc1	11.7	-0.4	4.6	-2.0	-16.4	12.7	4.3	1.0	14.0	2.3
O=C(/C=C/c1ccccc1Cl)N(c1ccccn1)C1CCCCC1	-9.1	-0.2	-3.4	0.7	-23.5	29.3	4.7	0.3	20.0	-0.7
CC(C)(C)OC(=O)NCCCC1=CC2=CC(=O)C(C)(OC(=O)c3ccco3)C(=O)C2=CO1 (centres undefined)	41.0	-0.6	nt	-3.0	nt	-20.1	-4.1	0.7	16.2	nt
COc1ccc(NC(=O)CCc2nc3ccccc3s2)c(OC)c1	29.2	0.4	-2.4	-3.7	2.7	-1.5	23.3	1.1	-7.5	1.9
COc1ccc2nccc(/C=C/c3ccnc4ccc(OC)cc34)c2c1	14.4	0.4	3.3	3.5	3.3	9.6	4.9	2.2	-20.6	10.5
COc1ccc(C)cc1NC(=O)C(NC(=O)c1cc(OC)c(OC)c(OC)c1)C(C)C (centres undefined)	21.7	0.3	3.6	-2.4	-45.9	23.6	11.9	-1.5	-4.4	-5.7
NC(=O)C1CCN(C(=O)c2ccc3c(=O)n(Cc4cccc(Br)c4)c(=S)[nH]c3c2)CC1	19.4	-0.5	-4.9	-0.6	-23.9	0.2	6.1	4.3	6.7	-4.5

Compound activity (PubChem)
